High-throughput results as filed in PubChem.
MT stabilizer: stabilizes microtubules in HeLa cells; HeLa tubulin immunostaining HCS, 24 h; share of cells brighter than vehicle mean+2SD; % tubulin-high responders, % at 10 µM; 200,000 tested, 0.83% active; AID 2205;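 active means plate Z-score above 3 for both tubulin-high and condensed-nucleus cell shares, with cell loss under 80%, at 10 µM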;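 further: anti alpha tubulin signal scored within the nucleus-defined area of each cell; some results filed as inactive read as strong as hits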
CSM14.1 death rescue: rescue of cells from ER stress-induced death, primary screen, 384-well, CSM14.1, thapsigargin, ATP luminescence (AID 1222); one-dose cellular ATP content (survival), % at 20 µM; EC50 in µM for titrated hits; 190,000 tested, under 10 active; CSM14.1 thapsigargin-induced death rescue, ATP luminescence; higher % means a stronger effect;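 active means EC50 below 50 µM in the dose-response confirmation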;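 further: death triggered by thapsigargin at about 15 µM added after 2 h compound pretreatment; cell ATP read after overnight thapsigargin exposure of roughly 18 to 22 hours; normalized against plate controls of thapsigargin alone and 5% DMSO vehicle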
Autophagy HCS: autophagy modulation, high-content screen | MEF GFP-LC3 puncta imaging; test concentration mostly 10 µM | calls only at 10 µM (by protocol) | 190,000 tested, 0.98% active;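 active means percentage of spot-positive cells more than 3 SD above its plate mean, without a fluorescence outlier flag or 80% toxicity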;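 further: spot-positive cell cutoff set from DMSO-treated cells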
Lipid droplet: modulators of hepatic lipid droplet formation | inhibition, % at 6.5 µM | 240,000 tested, 0.4% active | AML12 mouse hepatocytes, oleate lipid droplets, BODIPY imaging;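 active means lipid droplet intensity inhibited by at least 50%, with more than 500 cells counted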
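Test system: AML12 mouse liver cells; schedule: overnight exposure; technique: high-content imaging of BODIPY-stained droplets and DAPI nuclei; read-out: % inhibition of corrected integrated BODIPY droplet signal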
Yfh1-depleted yeast: enhancers of respiration in Yfh1-depleted yeast, dose response, Friedreich's ataxia, plus single-dose screen (AID 1465) | S. cerevisiae Yfh1-off respiration, WST-1 reduction, 72 h; higher fold induction means a stronger effect | fold induction at 50 µM; hits with a dose series show EC50 in µM | 220,000 tested, 0.074% active;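 active means fold induction of absorbance versus untreated yeast above a set limit, then at least 30% activation at any dose in follow-up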;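 further: activators that raise dye reduction in frataxin-depleted yeast; strong numbers were not always called active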
M17LAP inhibition: P. falciparum M17LAP inhibitors, primary screen, biochemical, fluorogenic H-Leu-NHMec substrate, 1536-well (AID 1619). recombinant M17LAP, H-Leu-NHMec fluorogenic kinetic assay; higher % means a stronger effect. inhibition, % at 30 µM, or IC50 in µM where a hit was titrated. 220,000 tested, 0.38% active;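 active means compound inhibiting the enzyme by more than half at any dose during confirmatory dose-response retesting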;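 further: plate controls were full reaction with DMSO carrier for no effect and no enzyme background for full effect; strong numbers were not always called active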
Insulin prom up: MIN6 insulin promoter up-regulation | MIN6 insulin promoter-GFP reporter, high-content imaging; active compounds read high | z-score at 5 µM | 190,000 tested, 0.3% active | AID 1625;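 active means z-score above 3 at 5 µM with at least 500 cells counted in the well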
P. falciparum M1AAP: malaria alanyl aminopeptidase activity blockers – biochemical, fluorogenic H-Leu-NHMec substrate, 1536-well (AID 1445) | inhibition, % at 30 µM, or IC50 in µM where a hit was titrated | recombinant M1AAP, H-Leu-NHMec fluorogenic kinetic assay; higher % means a stronger effect | 220,000 tested, 0.42% active;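 active means primary inhibition above the hit cutoff, then over 50% inhibition at one or more dose response concentrations, cut at about 23% in these data, passing the limit was not always enough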;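 further: plate controls were DMSO full reaction for no effect and no enzyme background for full effect; strong numbers were not always called active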
Dynein cargo inh: dynein cargo transport inhibition. 3617.4 mouse cells, GR-EGFP nuclear translocation imaging; test concentration mostly 20 µM; stimulated with dexamethasone, 1 µM; active compounds read low. z-score, hits read low. 220,000 tested, 0.47% active. AID 1381;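 active means plate z-score of nuclear minus cytoplasmic receptor signal below a set negative limit, without overly bright fluorescence or cell loss, cut at about -3.5 in these data, passing the limit was not always enough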;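 further: z-score of nuclear minus cytoplasmic ring GR-EGFP intensity difference per well; some compounds called inactive have numbers as strong as hits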
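medium = tetracycline-free induction medium containing charcoal-stripped FBS | probe or stimulus = dexamethasone, 1.0 µM final | timing = 48 h induction, then 1 h compound, then 30 min agonist, 37 °C | detection = automated 10x imaging of fixed Hoechst-stained cells | read-out basis = nuclear versus cytoplasmic GR-EGFP signal, averaged per well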
Dynein cargo inh cytoplasmic EGFP: also measured in Dynein cargo inh; calls as there; z-score; measured here: cytoplasmic GR-EGFP intensity; active compounds read high
Dynein cargo inh nuclear GR-EGFP: further read-out of Dynein cargo inh, marked with its call; z-score; measured here: nuclear GR-EGFP intensity;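 lower value marks the stronger effect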
Dynein cargo inh cell count: second read-out of Dynein cargo inh, no call of its own (marks repeat the call); z-score; measured here: cell count per field
Insulin prom up cell count: further read-out of Insulin prom up, marked with its call; cell count; measured here: cytotoxicity, nuclei count;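 total cells summed across four imaged fields per well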
Lipid droplet cells 6.5 µM: recorded beside Lipid droplet, whose call it bears; cell count; measured here: cell count, cytotoxicity flag;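 cells counted across two imaged fields per well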
MT stabilizer Hoechst-high %: second read-out of MT stabilizer, no call of its own (marks repeat the call); % Hoechst-high responders; measured here: nuclear condensation Hoechst responders;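 share of cells brighter than vehicle mean plus two SD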
MT stabilizer cytotoxicity %: second read-out of MT stabilizer, no call of its own (marks repeat the call); toxicity, %; measured here: cytotoxicity by cell density;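 0% = mean cell density of plate MIN control wells and 100% = no cells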
Autophagy HCS cell loss 18 h: further read-out of Autophagy HCS, marked with its call; toxicity, %; measured here: cell loss, nuclei count;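 cell loss after 18 h compound exposure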
Active calls of the source: *; i = inactive; nt = no result given; + = active, no number.

Value order: MT stabilizer	MT stabilizer Hoechst-high %	MT stabilizer cytotoxicity %	CSM14.1 death rescue	Autophagy HCS	Autophagy HCS cell loss 18 h	Lipid droplet	Lipid droplet cells 6.5 µM	Yfh1-depleted yeast	M17LAP inhibition	Insulin prom up	Insulin prom up cell count	P. falciparum M1AAP	Dynein cargo inh	Dynein cargo inh cytoplasmic EGFP	Dynein cargo inh nuclear GR-EGFP	Dynein cargo inh cell count
1: O=[N+]([O-])c1ccc(N/N=C\c2ccccc2OCc2ccccc2)cc1
 : 4.6	4.2	8.6	-2.4%	+	11.0*	24.5	630	i	-6.5%	2.36	1263	12.1%	-0.0389	0.451	-0.391	0.0581
2: COCc1n[nH]c(=S)n1-c1cccc2ccccc12
 : 5.2	2.1	5.8	1.5%	i	4.6	nt	nt	i	-5.0%	1.33	1424	-6.4%	-0.109	-0.195	-0.667	-0.117
3: O=C(CN1C(=O)CCC1=O)Nc1nc(-c2ccc(Cl)s2)cs1
 : 3.9	3.4	9.5	-2.6%	i	13.3	13.1	734	i	13.4%	-0.05	1183	8.6%	-1.11	-0.271	0.129	0.671
4: CCOC(=O)c1ccc(NC(=S)N2CCN(c3ccc(N4CCOCC4)nn3)CC2)cc1
 : 2.1	1.7	4.6	-0.8%	i	-0.2	9.5	730	i	6.4%	-0.88	1142	2.3%	0.328	-0.293	-0.35	0.0896
5: Cc1cc(C(F)(F)F)c2c(n1)sc1c(O)cc(=O)[nH]c12
 : 1.2	1.1	3.4	1.3%	i	-5.3	5.0	806	i	5.0%	0.3	872	9.5%	1.77	0.324	1.81	-2.11
6: COc1ccc(S(=O)(=O)N2CCN(c3cccc(C)c3C)CC2)cc1
 : 2.6	3.7	6.0	0.6%	i	-1.3	nt	nt	i	5.7%	-1.35	1070	3.6%	-0.157	-0.291	0.0621	0.328
7: Nc1nc(CN2CCN(Cc3ccccc3)CC2)nc(Nc2ccc3c(c2)OCCO3)n1
 : 4.5	2.5	5.3	1.8%	i	2.4	20.2	743	i	10.7%	0.04	1225	9.6%	-0.132	-0.187	0.243	0.128
8: COc1cc2c3nnc(-c4ccc(F)cc4)c-3cn(Cc3ccc(F)cc3)c2cc1OC
 : 4.7	26.8	22.7	-4.9%	+	10.4*	nt	nt	i	-7.0%	nt	nt	-6.0%	-1.24	1.92	-0.269	0.299
9: COc1cc(NC(=O)c2cc(C)on2)cc(OC)c1OC
 : 3.1	1.5	3.8	-0.3%	i	-1.3	4.6	691	i	-3.7%	0.62	1084	-2.6%	0.568	-0.21	0.453	-0.278
10: CC(=O)c1cccc(CN2CCN(Cc3ccc(F)cc3)C(CCO)C2)c1 (centres undefined)
 : 2.8	2.8	7.2	-1.7%	i	-8.1	0.8	681	i	-9.9%	nt	nt	2.5%	-0.813	-0.117	-0.554	-0.281
11: O=C(Nc1nc2n(n1)C(c1ccc(F)cc1)CC(c1ccccc1)N2)c1ccco1 (centres undefined)
 : nt	nt	nt	nt	nt	nt	3.7	764	i	-0.1%	0.76	1436	-6.9%	-1.2	-0.0951	-0.498	1.23
12: Cc1sc2ncn(CC(=O)NCCc3ccccc3)c(=O)c2c1C
 : 1.2	1.8	12.2	-1.5%	i	-6.9	0.4	793	i	-7.2%	0.53	843	-3.2%	-0.679	-0.328	-0.344	0.391
13: O=C(CC1Sc2ccccc2NC1=O)Nc1cccc(C(=O)O)c1 (centres undefined)
 : 2.7	3.1	7.1	nt	i	14.3	10.3	686	i	2.94µM*	nt	nt	8.3%	0.297	-0.212	0.356	0.325
14: Cc1ccc(S(=O)(=O)Nc2nccs2)cc1[N+](=O)[O-]
 : 1.0	2.0	10.8	0.3%	i	0.4	3.0	631	i	20.4%	0.83	1466	10.9%	0.299	-0.295	0.0386	0.873
15: COc1ccc(NC(=O)c2cc(-c3ccccc3OC)on2)cc1
 : 51.1*	50.4*	68.8*	-0.8%	i	-0.3	nt	nt	i	-6.3%	-1.22	1521	-2.6%	-0.697	-0.233	-0.0514	0.444
16: COc1cnn(Cc2ccccc2)c(=O)c1SCc1ccccc1
 : 3.5	3.5	4.8	-1.6%	i	2.2	-31.9	619	i	1.2%	-0.2	1333	2.4%	-0.742	-0.308	-0.722	0.848
17: O=C(O)CCCC(=O)Nc1ccccc1Oc1ccccc1
 : nt	nt	nt	nt	nt	nt	4.7	664	i	-1.3%	0.5	1445	5.2%	-0.682	-0.269	-0.58	0.892
18: Cc1cc(=O)n2c3c(sc2n1)C(=O)N(Cc1ccccc1)C3=O
 : 3.6	2.2	1.9	-4.4%	i	-2.7	nt	nt	i	24.6%	nt	nt	6.2%	-2.8	0.0475	-1.2	0.558
19: O=C(COc1ncnc2ccc(Br)cc12)NCc1ccco1
 : nt	nt	nt	nt	nt	nt	-3.2	628	i	16.3%	0.13	944	4.0%	1.52	-0.018	1.78	-1.59
20: CC(C)CN1C(=O)c2ccc(C(=O)Nc3ccccn3)cc2C1=O
 : 1.3	2.1	12.3	-0.6%	i	-9.3	nt	nt	i	-5.1%	0.32	1403	5.5%	-0.378	-0.21	0.036	-0.0235
21: O=C(CN1C(=O)NC2(CCCC2)C1=O)Nc1ccc(S(=O)(=O)N2CCOCC2)cc1
 : 2.7	1.5	9.2	-0.5%	i	11.7	11.3	698	i	0.0%	0.57	1326	-3.4%	2.74	0.0299	2.47	-2.62
22: CCOC(=O)Cn1c(=N)n(CCOc2ccc(OC)cc2)c2ccccc21
 : 1.9	1.6	8.3	-3.0%	i	-3.6	-3.2	743	i	2.4%	-0.19	1020	0.4%	-0.587	-0.00248	-0.0786	0.524
23: Cc1c(C(=O)c2cccc([N+](=O)[O-])c2)c2ccccn2c1CCC#N
 : 3.0	3.0	7.7	16.1%	i	16.2	-14.8	648	i	8.0%	-0.08	1386	7.0%	-0.521	-0.249	-0.0955	0.0169
24: CCOC(=O)c1ccc(NC(=O)CCC(=O)OC)cc1
 : 5.2	2.7	5.6	-3.7%	i	6.7	11.2	459	i	8.1%	0.91	1499	-4.7%	-0.0638	-0.211	0.154	0.155
25: COc1cc(NC(=O)C2CCCCC2)c2ncccc2c1
 : 1.6	2.8	7.0	1.1%	i	7.9	8.5	764	i	-8.2%	-0.42	940	12.2%	0.898	-0.195	0.501	0.14
26: CC1CCC2(CC1)NC(=O)N(CC(=O)N1CCc3ccccc3C1)C2=O (centres undefined)
 : 2.1	1.7	2.0	-0.4%	i	7.4	3.0	696	i	6.2%	-0.14	1255	3.5%	0.362	-0.261	0.448	-0.97
27: Cc1ccccc1-c1nnc(-c2ccccc2C)o1
 : 3.3	3.0	1.8	-0.4%	i	-5.6	16.0	725	i	2.2%	-0.15	1168	4.7%	-0.119	-0.246	0.0107	0.463
28: CC(=O)NCCC(Cc1ccccc1)c1ccco1 (centres undefined)
 : 4.5	2.4	4.3	-0.4%	i	-8.2	-14.1	715	i	13.9%	0.64	1265	5.2%	-0.526	-0.092	-0.449	0.273
29: Cc1ccc2sc(C)[n+](CCO)c2c1
 : 5.0	1.8	2.7	-2.7%	i	16.5	-35.3	720	i	6.3%	0.23	1310	0.6%	0.627	-0.217	0.503	-0.544
30: CCCNC(=O)Nc1ccccc1SC
 : 4.9	1.1	5.3	-0.6%	i	11.8	9.3	638	i	-3.5%	0.43	1598	-0.9%	-0.632	-0.147	0.3	1.02
31: Cc1cc[n+](-c2[nH]c(=O)sc2/C=N/N=C(\[O-])CCn2c3ccccc3c3ccccc32)cc1
 : nt	nt	nt	nt	nt	nt	7.5	671	i	-2.5%	-0.75	1367	10.2%	-1.69	-0.243	-0.733	1.31
32: Cc1ccc(NNC2CC(=O)N(c3cccc(Cl)c3)C2=O)cc1 (centres undefined)
 : 1.9	1.8	8.6	nt	i	10.3	11.1	716	i	4.6%	-0.04	1323	13.4%	0.851	-0.268	0.337	0.115
33: COc1cc(/C=c2\sc3nc(=O)c(-c4ccccc4)nn3c2=O)ccc1OCCC(C)C
 : 2.0	1.2	7.2	-0.5%	i	23.4	-7.1	637	i	4.2%	-0.04	1514	-2.5%	-1.73	2.65	0.143	0.467
34: CCCC(=O)Nc1sc2c(c1C#N)CCCCC2
 : 4.2	3.2	4.5	-0.5%	i	1.7	-8.8	679	i	-8.1%	-1.12	1040	1.4%	-0.747	-0.229	-0.445	-0.275
35: Cc1ccccc1-n1nc(C)c2cc(C(=O)N3CCN(S(=O)(=O)c4ccc(Cl)cc4)CC3)sc21
 : 3.9	0.8	5.1	11.4%	i	-0.5	nt	nt	i	-7.4%	-0.78	1619	2.8%	-0.332	-0.147	-0.342	0.0405
36: O=C(CSc1nnc(-c2cccnc2)n1Cc1ccco1)c1ccc(Br)cc1
 : 1.7	2.1	8.8	3.1%	i	-0.9	nt	nt	i	-3.5%	0.32	1286	-11.6%	-0.719	-0.194	-0.308	0.85
37: Cc1ccc(N2CN=C(c3ccccc3)NC2=S)cc1
 : 2.2	1.6	7.8	-3.0%	i	-0.1	-8.0	808	i	0.7%	0.16	843	6.3%	1.11	-0.227	1.25	0.464
38: O=C1C2C3c4ccccc4C(Br)(c4ccccc43)C2C(=O)N1c1ccccc1O (centres undefined)
 : 6.5	2.1	6.0	-0.6%	i	11.0	nt	nt	i	-3.5%	0.22	1336	5.5%	0.331	-0.295	-0.21	-0.097
